SRC3 inh: human NCOA3 inhibition | Q9Y6Q9 | HEK293 GAL4-SRC3 luciferase reporter, luminescence | inhibition, % at 3.6 µM | 360,000 tested, 0.17% active | AID 588352;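 active means inhibition above a per-campaign cutoff, the mean of all compounds plus 3 SD, cut at about 60% in these data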;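 further: 0% = DMSO-treated cells and 100% = gossypol-treated cells at 36 µM; higher means less SRC3-driven luciferase light from the GAL4 reporter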
ABHD5-PLIN5 inh: blocks binding of human ABHD5 to perilipin-5. 360,000 tested, 0.78% active. inhibition, % at 4 µM. Split G. princeps luciferase complementation, luminescence, 4 h. Q00G26+Q8WTS1;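 active means inhibition above the mean inhibition across every tested compound plus 3 SD, cut at about 22% in these data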;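 further: 0% = DMSO only wells and the 100% control is not disclosed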
SRC2 inh: inhibits human steroid receptor coactivator 2. HEK293 GAL4-SRC2 luciferase reporter, luminescence. inhibition, % at 9 µM. 370,000 tested, 0.17% active;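 active means inhibition above the mean inhibition of all tested compounds plus 3 SD, set per campaign, cut at about 52% in these data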;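 further: 0% = DMSO treated cells and 100% = cells given Gossypol at 36 µM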
Target sequence (Q15596 whole entry, looked up, the tested form may be a part): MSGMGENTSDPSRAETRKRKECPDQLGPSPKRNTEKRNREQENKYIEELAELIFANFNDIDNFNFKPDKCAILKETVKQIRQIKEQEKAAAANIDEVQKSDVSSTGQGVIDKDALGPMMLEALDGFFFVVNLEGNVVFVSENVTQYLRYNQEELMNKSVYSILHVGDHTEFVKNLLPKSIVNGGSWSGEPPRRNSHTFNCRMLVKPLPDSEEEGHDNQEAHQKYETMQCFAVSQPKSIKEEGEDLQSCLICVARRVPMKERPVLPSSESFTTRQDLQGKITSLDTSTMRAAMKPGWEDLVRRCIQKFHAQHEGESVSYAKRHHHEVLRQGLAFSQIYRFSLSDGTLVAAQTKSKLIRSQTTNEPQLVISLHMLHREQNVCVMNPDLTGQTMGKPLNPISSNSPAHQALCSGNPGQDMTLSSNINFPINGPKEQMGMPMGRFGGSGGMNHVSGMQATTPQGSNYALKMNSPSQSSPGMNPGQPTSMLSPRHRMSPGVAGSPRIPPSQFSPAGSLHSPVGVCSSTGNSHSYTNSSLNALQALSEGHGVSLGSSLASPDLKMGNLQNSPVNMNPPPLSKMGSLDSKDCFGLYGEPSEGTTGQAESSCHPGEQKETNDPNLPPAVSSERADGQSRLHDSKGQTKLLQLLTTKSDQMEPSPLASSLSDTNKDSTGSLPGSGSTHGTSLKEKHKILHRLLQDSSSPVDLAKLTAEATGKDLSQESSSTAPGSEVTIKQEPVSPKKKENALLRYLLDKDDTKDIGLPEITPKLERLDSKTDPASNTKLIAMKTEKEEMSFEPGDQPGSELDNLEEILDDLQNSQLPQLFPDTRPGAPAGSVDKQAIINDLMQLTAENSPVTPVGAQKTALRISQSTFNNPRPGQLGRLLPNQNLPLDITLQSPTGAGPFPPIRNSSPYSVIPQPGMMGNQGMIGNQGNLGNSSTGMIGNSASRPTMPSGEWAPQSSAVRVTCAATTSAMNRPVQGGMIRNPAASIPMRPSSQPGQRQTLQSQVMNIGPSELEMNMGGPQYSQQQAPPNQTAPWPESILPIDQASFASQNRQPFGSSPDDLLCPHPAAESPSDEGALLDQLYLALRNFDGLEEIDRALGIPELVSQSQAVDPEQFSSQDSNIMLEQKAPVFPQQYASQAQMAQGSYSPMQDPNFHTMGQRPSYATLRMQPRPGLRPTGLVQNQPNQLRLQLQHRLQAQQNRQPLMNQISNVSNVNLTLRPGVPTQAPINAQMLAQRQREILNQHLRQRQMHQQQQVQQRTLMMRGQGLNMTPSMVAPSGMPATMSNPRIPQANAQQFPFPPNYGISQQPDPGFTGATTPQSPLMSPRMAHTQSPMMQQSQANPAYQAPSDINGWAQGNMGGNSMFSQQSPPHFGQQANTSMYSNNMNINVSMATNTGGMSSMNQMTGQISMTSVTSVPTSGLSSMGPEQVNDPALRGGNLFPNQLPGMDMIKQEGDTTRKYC
NR5A2 inv ag: suppresses constitutive activity of human LRH-1. O00482. HEK293T StAR-luciferase reporter, LRH-1 transfected, 24 h. inhibition, % at 3.6 µM. 360,000 tested, 0.13% active;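 active means inhibition above the mean inhibition of all tested compounds plus 3 SD, cut at about 73% in these data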;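 further: 0% = DMSO wells and 100% = reporter-only cells lacking LRH-1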
MC4R ag barr: agonists of human melanocortin 4 receptor (MC4R) beta-arrestin | P32245 | 360,000 tested, 0.98% active | U2OS MC4R beta-arrestin complementation, luminescence; percent of melanotan II response, DMSO zero | activation, % at 8.9 µM | AID 540308;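 active means activation above a per-plate cutoff, the mean activation of sample wells on that plate plus 3 SD, cut at about 8% in these data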
SRC1 inh: inhibitors of human steroid receptor coactivator 1 (SRC1); Q15788; HEK293 GAL4-SRC1 luciferase reporter, luminescence; inhibition, % at 3.6 µM; 360,000 tested, 0.12% active; AID 588354;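 active means inhibition above the campaign mean plus 3 SD, with each screening campaign given its own cutoff, cut at about 60% in these data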;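 further: 0% = DMSO treated cells and 100% = gossypol at 36 µM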
TLR9-MyD88 inh: TLR9-MyD88 interaction inhibition. Q9NR96+Q99836. CHO BLA complementation TLR9-MyD88, CCF4 FRET ratio. inhibition, % at 4.98 µM. 340,000 tested, 0.21% active. AID 504734;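 active means inhibition above the mean over all tested compounds plus 3 SD, cut at about 21% in these data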;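 further: 0% = DMSO only wells and 100% = clavulanate BLA inhibitor control wells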
MC4R antag cAMP: blocks human MC4R cAMP signaling | P32245 | 360,000 tested, 0.48% active | inhibition, % at 6.5 µM | MC4R-expressing cells, MTII-stimulated cAMP, LANCE TR-FRET;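 active means inhibition above its plate's cutoff, the mean of tested wells on that plate plus 3 SD, cut at about 29% in these data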;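 further: 0% = Melanotan II alone and 100% = Melanotan II plus saturating MCL0020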
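Assay system: U2OS cells stably expressing human melanocortin 4 receptor (MC4R) / Dosing: 6.5 µM / Timing: compound 30 min, challenge 1 h, detection 1 h / Measured by: Eu-cAMP/anti-cAMP TR-FRET, emission 671 nm / Replicates: singlicate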
LMP1 NFkB inh: reduces LMP1-driven NF-kappaB luciferase signal | inhibition, % at 12.5 µM | AID 504558 | LMP1-induced NF-kappaB luciferase reporter cells, luminescence | 350,000 tested, 0.69% active; in the data active means inhibition above about 41%;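 further: 0% = neutral control wells and 100% = reference inhibitor control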
NOD2-RIPK2 inh: blocks binding of human NOD2 to RIPK2. CHO BLA complementation NOD2-RIPK2, CCF4 ratio. O43353. 360,000 tested, 0.38% active. inhibition, % at 4.98 µM; in the data active means inhibition above about 21%;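 further: 0% = vehicle only and 100% = reference blocker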
NR2F2 inh: inhibitors of human COUP-TFII (NR2F2); P24468; HEK293T NGFI-A luciferase reporter, luminescence; inhibition, % at 8.6 µM; 370,000 tested, 0.7% active; AID 686940;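 active means inhibition above a per-plate cutoff, mean inhibition of test wells between control levels plus 3 SD, cut at about 38% in these data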;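 further: cells cotransfected with COUP-TFII expression vector driving the NGFI-A reporter; 0% = median of COUP-TF2 test wells and 100% = reporter-only cells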
Starred values were filed as active, the others as inactive; · = not tested or not shown. These rows are one share of the data. The share of hits here may be higher or lower than overall.

SMILES	SRC3 inh	ABHD5-PLIN5 inh	SRC2 inh	NR5A2 inv ag	MC4R ag barr	SRC1 inh	TLR9-MyD88 inh	MC4R antag cAMP	LMP1 NFkB inh	NOD2-RIPK2 inh	NR2F2 inh
COc1ccc(C(NC(=O)C2CCN(CCOc3ccc(Cl)cc3Cl)CC2)c2ccccc2C)cn1 (configuration not stated)	-5	1	-3	-14	53*	-4	·	3	·	-10	15
O=C(c1cc2nc(-c3cccs3)cc(C(F)(F)F)n2n1)N1CCCc2ccccc21	-5	5	-29	0	-0.8	-26	-10	-1	17	-2	5
Cn1c(SCC(=O)O)nnc1C1CCCCC1	-9	9	-4	16	-1.1	-8	-8	10	1	3	-10
CCOc1nc(C)nc(NC(=O)NS(=O)(=O)c2ccccc2Cl)n1	4	-3	-1	-4	0.1	-5	-9	2	-4	-3	-3
O=C(O)CCN1C(=O)/C(=C\c2ccncc2)SC1=S	4	-5	6	4	0.1	-7	-6	-2	-23	-12	-2
CN1CCN(C(=O)c2cc(COc3ccccc3)on2)[C@@H](c2ccccc2)C1	-67	1	-71	-68	-3.6	-85	-11	9	-45	0	-26
COc1cc(CNc2ccc3[nH]c(=O)[nH]c3c2)cc(Br)c1OCC(=O)NC(C)(C)C	1	0	5	-41	-1.9	-5	1	-9	1	-7	13
Cc1cc(Cl)c(S(=O)(=O)NCc2ccccc2)cc1OCC(N)=O	-11	-3	-28	-9	-2.0	9	-1	3	-4	-2	-9
CCN(CC)S(=O)(=O)c1ccc(-c2nnc(SC)o2)cc1	2	-1	10	9	0.3	-18	-6	2	13	8	-24
O=CN(/C=C1\Sc2ccccc2C1=O)Cc1ccccc1	-10	-7	-31	-13	-1.9	-26	-2	-6	-3	-1	2
COc1ccc(-n2c(C)c(C(C)=O)c(C(C)=O)c2C)cc1OC	9	3	3	-8	-0.3	12	-3	14	6	-9	0
CCOC(=O)C(NC(=O)c1ccccc1)=C1CCCCC1	12	5	-10	20	0.8	3	-1	1	-6	-1	6
O=C1CC(N2CCN(Cc3ccc4c(c3)OCO4)CC2)C(=O)N1Cc1ccc(N2CCCC2=O)cc1 (configuration not stated)	5	1	7	11	1.3	-7	-9	10	5	2	9
Fc1ccc(C2CCCCN2Cc2nc(CC3CC3)no2)cc1 (configuration not stated)	10	-6	10	6	3.0	-2	-3	7	-2	2	-13
C=CCn1c(O)c(N=NC(=O)c2cccnc2)c2cc(Br)ccc21	8	12	-5	2	1.7	20	0	-5	3	8	-1
O=C(CNC(=O)C12CC3CC(CC(C3)C1)C2)OCc1ccc(F)cc1Cl	-5	4	2	1	-2.3	5	6	8	-3	-2	13
C=CCSc1nnc(-c2c[nH]c3ccccc23)n1CCOC	3	-12	-10	0	1.2	-5	-9	-2	3	-7	3
Cc1cccc(NC(=O)c2cnc3n(c2=O)CCS3)c1	-55	-5	-18	-82	0.2	-75	6	9	-25	5	-19
COc1ccc(COC[C@H](C)[C@H](O)[C@@H](C)[C@H]2OC(=O)[C@@H]2C)cc1	-1	1	11	2	-1.7	-17	2	2	0	-3	-3
CN(C)CCCn1c2c(c(SCC(=O)Nc3ccc4c(c3)OCO4)nc1=O)CCC2	26	-2	13	-2	-2.4	-9	-3	17	-3	3	2
CCOc1ccccc1CN1CCN(Cc2cn(C)nc2-c2ccccc2)CC1CCO (configuration not stated)	20	2	6	-8	-1.8	6	9	6	1	-10	-7
N#Cc1nc(-c2cccs2)oc1NCc1ccc2c(c1)OCO2	-8	3	-12	12	-1.1	-5	-1	-1	-5	-8	6
CCN(CC(=O)Nc1ccc(NC(C)=O)cc1)c1ccc(C(F)(F)F)cn1	21	1	13	-1	-0.3	4	-7	2	2	-1	1
CCC(=O)N1CCCC1(C)C(=O)Nc1cc(OC)ccc1OC (configuration not stated)	12	3	-17	2	1.6	8	·	10	·	7	8
O=C(O)c1cccc(S(=O)(=O)N2CCN(c3ccccn3)CC2)c1	5	0	1	2	-0.1	9	5	-6	11	-2	-5

The list goes on (six carried over from the part before).
SMILES	SRC3 inh	ABHD5-PLIN5 inh	SRC2 inh	NR5A2 inv ag	MC4R ag barr	SRC1 inh	TLR9-MyD88 inh	MC4R antag cAMP	LMP1 NFkB inh	NOD2-RIPK2 inh	NR2F2 inh
CN(C)CCCn1c2c(c(SCC(=O)Nc3ccc4c(c3)OCO4)nc1=O)CCC2	26	-2	13	-2	-2.4	-9	-3	17	-3	3	2
CCOc1ccccc1CN1CCN(Cc2cn(C)nc2-c2ccccc2)CC1CCO (configuration not stated)	20	2	6	-8	-1.8	6	9	6	1	-10	-7
N#Cc1nc(-c2cccs2)oc1NCc1ccc2c(c1)OCO2	-8	3	-12	12	-1.1	-5	-1	-1	-5	-8	6
CCN(CC(=O)Nc1ccc(NC(C)=O)cc1)c1ccc(C(F)(F)F)cn1	21	1	13	-1	-0.3	4	-7	2	2	-1	1
CCC(=O)N1CCCC1(C)C(=O)Nc1cc(OC)ccc1OC (configuration not stated)	12	3	-17	2	1.6	8	·	10	·	7	8
O=C(O)c1cccc(S(=O)(=O)N2CCN(c3ccccn3)CC2)c1	5	0	1	2	-0.1	9	5	-6	11	-2	-5
O=C(Nc1ccc(Oc2ccc(C(=O)O)c(C(=O)O)c2)cc1)c1cccs1	14	0	14	6	-0.4	-16	-6	15	4	-12	4
CC(C)CNS(=O)(=O)c1ccc(CCC(=O)N2CCN(c3ccccc3)CC2)cc1	5	13	15	8	2.4	22	1	2	5	-4	14
O=C(c1ccc(N2CCCC2=O)cc1)N1CCCCCC1	-3	8	-4	2	0.1	-5	-4	14	-7	0	-4
CCOC(=O)C1C(=O)NC(N2CCN(Cc3ccccc3)CC2)=NC1c1ccccc1 (configuration not stated)	3	-1	-15	6	-0.7	-7	4	1	16	-5	-3
COc1ccccc1-c1nn(-c2ccccc2)cc1C(=O)NC1CC1	5	10	8	-10	-2.7	7	1	0	1	-9	14
COc1ccc(C(=O)N(Cc2nc(-c3ccc(C)cc3)no2)C2CCCCC2)cc1OC	11	3	1	-13	-4.5	7	-8	5	16	-9	-7
CC(=O)Oc1ccc(C(=O)[C@H]2[C@H]3C(=O)N(c4ccc5ccccc5c4)C(=O)[C@H]3[C@@H]3C=CC=NN32)cc1	-59	7	-56	-66	-3.1	-105	-4	8	-25	4	-40
CC(C)CNc1nc(N)c([N+](=O)[O-])c(NC2CCCCC2)n1	-11	0	-40	-12	1.0	11	-4	13	-5	-12	-9
CCOC(=O)Cn1nc(C)c(NC(=O)COc2ccccc2[N+](=O)[O-])c1C	11	-1	-15	-6	-1.9	3	-12	-2	0	-2	4
Nc1nc(SCC(=O)Nc2ccc(Oc3ccccc3)cc2)n[nH]1	4	3	8	8	-2.7	-38	7	-4	5	-5	-6
CCN(CC)P(=O)(Nc1ccc([N+](=O)[O-])cc1)c1c(C)nn(CCC#N)c1NC(=O)c1ccc(Cl)cc1 (configuration not stated)	-1	-2	-33	0	-0.6	12	3	2	-4	4	0
N#C/C(=C\c1ccc(O)cc1)C(=O)NCc1cccc(Cl)c1	8	-1	4	-16	2.3	-7	-1	17	-12	-4	20
COc1cc([N+](=O)[O-])ccc1NC(=O)NCc1cccnc1	6	5	6	34	-3.1	8	-4	10	3	-14	-4
COc1ccc(/C=N/NC(=O)c2ccccc2NC(=O)c2ccco2)c(OC)c1	3	3	-14	2	-0.5	-22	3	3	6	-5	14
CC(C)C[C@H]1CNC(=O)C(=O)N1CC1CCN(CCc2ccc(-c3ccccc3)cc2)CC1	13	10	-6	8	0.3	-5	0	4	0	0	-2
CCN(CC)Cc1oc(-c2ccccc2)cc1C(=O)O	20	5	4	-25	-1.4	7	5	-5	-3	-7	2
Clc1ccc2nc(CN3CCCCC3)cn2c1	19	-4	5	13	-0.9	-10	-6	0	-8	-13	4
Cc1nn(C(C)C(=O)NC2CCCCCC2)c(=O)c2nn(-c3ccccc3)c(C)c12 (configuration not stated)	-57	-1	14	0	-3.4	-3	-17	8	-1	-8	-12
CC(C(=O)Nc1ccc(F)c(F)c1)N1CCN(C)CC1 (configuration not stated)	15	1	4	-1	-2.3	-23	-6	-4	2	2	20
COC(=O)c1sccc1NC(=O)COc1cccc(C)c1	-12	-4	12	-20	-1.7	8	7	5	-12	-3	9
CN(C)CCCNC(=O)c1cc(C(=O)c2ccccc2)c[nH]1	13	7	-13	13	-1.7	21	15	0	-5	6	-5
Cn1c(C(=O)O)ccc1S(=O)(=O)N1CCCCCC1	9	-6	-11	-3	-2.3	-3	8	0	-7	-5	-18
CCCCC(CC)CNS(=O)(=O)c1ccc2c(c1)CCN2C(=O)CCC(=O)O (configuration not stated)	12	-10	-8	12	3.2	21	-15	-1	-2	-7	-18
Cn1c(=O)c(C(=O)NCC2CCCO2)c(O)c2ccccc21 (configuration not stated)	-71	9	-50	-72	2.2	-88	-4	-6	-27	-6	-31
CN(C)CCOCCOc1ccc(Cl)cc1C(C)(C)C	14	23*	-12	-5	0.7	12	-9	6	4	-8	-2
CN(C)S(=O)(=O)c1ccc(C(=O)Nc2nnc(-c3cccs3)o2)cc1	-5	0	-3	-17	0.1	-7	-2	8	1	-8	-1
Cn1c(SCC(N)=O)nnc1C1CCN(C(=O)NCc2ccccc2)CC1	10	2	23	5	-1.4	-11	6	7	5	-8	0
COc1ccc(C(=O)NC2=NCCS2)cc1S(=O)(=O)N1CCCCC1C (configuration not stated)	11	-14	-15	17	-1.8	-5	6	-2	0	5	-2

Two compounds drawn at random from the list so far, as already listed:
SMILES	SRC3 inh	ABHD5-PLIN5 inh	SRC2 inh	NR5A2 inv ag	MC4R ag barr	SRC1 inh	TLR9-MyD88 inh	MC4R antag cAMP	LMP1 NFkB inh	NOD2-RIPK2 inh	NR2F2 inh
CC(=O)Oc1ccc(C(=O)[C@H]2[C@H]3C(=O)N(c4ccc5ccccc5c4)C(=O)[C@H]3[C@@H]3C=CC=NN32)cc1	-59	7	-56	-66	-3.1	-105	-4	8	-25	4	-40
Clc1ccc2nc(CN3CCCCC3)cn2c1	19	-4	5	13	-0.9	-10	-6	0	-8	-13	4

Screening data deposited in PubChem by several laboratories.
